NF-kB expr up: NF-kB expression increase, human neuronal cells. NF-kB reporter expression; stronger effect = higher value. AID 1239. actives 1.6% (n = 190,000). fold change at 12.5 µM; in the data active = fold change above about 3.3
TLR4-MyD88 BLA: TLR4-MyD88 interaction inhibition in cells; O00206+Q99836; HeLa CL3-4 TLR4/MyD88 BLA complementation, FRET ratio; inhibition, % at 8.4 µM; actives 0.18% (n = 200,000); AID 861; in the data active = inhibition above about 25%;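 note: 0% = vehicle and 100% = reference inhibitor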
Target sequence (O00206 whole entry, looked up): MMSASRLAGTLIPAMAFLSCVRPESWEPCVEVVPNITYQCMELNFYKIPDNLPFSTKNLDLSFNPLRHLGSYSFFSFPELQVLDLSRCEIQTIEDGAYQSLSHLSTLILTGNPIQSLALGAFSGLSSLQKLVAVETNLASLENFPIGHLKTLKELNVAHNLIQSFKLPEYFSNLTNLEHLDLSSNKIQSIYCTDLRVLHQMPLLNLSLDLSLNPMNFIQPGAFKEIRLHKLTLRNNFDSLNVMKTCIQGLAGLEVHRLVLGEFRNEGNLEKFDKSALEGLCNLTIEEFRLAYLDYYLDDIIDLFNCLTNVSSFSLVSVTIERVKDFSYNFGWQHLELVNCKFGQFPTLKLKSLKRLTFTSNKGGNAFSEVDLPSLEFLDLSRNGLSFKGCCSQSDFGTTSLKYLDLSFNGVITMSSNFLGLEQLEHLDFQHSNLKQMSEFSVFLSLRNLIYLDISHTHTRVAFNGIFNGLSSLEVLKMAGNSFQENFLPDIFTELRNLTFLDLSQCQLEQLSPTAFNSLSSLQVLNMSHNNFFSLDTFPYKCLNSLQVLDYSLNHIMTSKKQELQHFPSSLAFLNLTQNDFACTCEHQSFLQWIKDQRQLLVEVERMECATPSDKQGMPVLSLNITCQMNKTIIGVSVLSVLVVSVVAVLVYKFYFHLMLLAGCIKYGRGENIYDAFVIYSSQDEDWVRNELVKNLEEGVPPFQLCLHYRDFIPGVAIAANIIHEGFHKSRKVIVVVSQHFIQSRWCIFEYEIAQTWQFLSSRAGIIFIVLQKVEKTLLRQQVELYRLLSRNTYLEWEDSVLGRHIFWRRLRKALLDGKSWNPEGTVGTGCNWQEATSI
Target sequence (Q99836 whole entry, looked up): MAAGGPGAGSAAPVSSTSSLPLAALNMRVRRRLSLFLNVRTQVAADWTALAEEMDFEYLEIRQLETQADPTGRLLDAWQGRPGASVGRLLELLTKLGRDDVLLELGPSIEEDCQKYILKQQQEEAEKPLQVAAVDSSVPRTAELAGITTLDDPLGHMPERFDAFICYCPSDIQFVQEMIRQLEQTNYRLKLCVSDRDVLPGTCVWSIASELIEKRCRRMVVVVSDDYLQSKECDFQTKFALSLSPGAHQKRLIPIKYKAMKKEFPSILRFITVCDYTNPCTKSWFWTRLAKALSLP
Hsp70 act: Hsp70 transcriptional activation, primary screen; HeLa Hsp70 promoter luciferase reporter, luminescence; scaled: vehicle 0, proteasome-inhibitor control 100%; activation, % at 10 µM; actives 0.04% (n = 200,000);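 active = activation above the mean across all tested compounds plus 3 SD, cutoff set per campaign, cut at about 5.5% in these data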;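 note: 100% = MG132 at 30 µM as the positive control and 0% = DMSO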
APP 5'UTR act: activates APP 5'UTR luciferase reporter; SH-SY5Y APP 5'UTR luciferase reporter, luminescence; zero percent = DMSO vehicle wells; actives 1% (n = 190,000); activation, % at 2 µM;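 active = activation above a set limit, based on mean plus 3 SD of controls, cut at about 140% in these data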; note: values of inactives mirror those of a sister screen read the other way
DTT redox prof: compounds producing H2O2 with reducing agent – biochemical, NIH compound library profiling, artefact control for MLSCN library redox annotation, primary screen | DTT-dependent redox cycling H2O2, phenol red/HRP absorbance; 100% = 100 µM peroxide control, 0% = buffer | activation, % at 10 µM | actives 0.03% (n = 200,000);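 active = activation of at least 50% relative to the plate's high and low controls in the primary single-dose screen; inactive = activation below 50%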;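 note: compound incubated with DTT at 0.8 mM final as the reducing agent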
STAT1 activator: STAT1 signaling activation; activation (% of control), % at 5.5 µM; actives 2.6% (n = 200,000); NIH 3T3 STAT1-luciferase reporter, IFN-gamma, luminescence; 100% = IFN-gamma alone, no compound;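 active = activation above the screen-wide mean activation plus 3 SD, cut at about 130% in these data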;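 note: raw ratio to IFN-gamma control signal so 100% means no change and 0% no light; values of inactives mirror those of a sister screen read the other way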
STAT1 inh: reduces IFN-gamma driven STAT1 reporter signal. inhibition, % at 5.5 µM. NIH 3T3 STAT1-luciferase reporter, luminescence. actives 0.35% (n = 200,000). AID 920;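 active = inhibition above a set limit, the mean inhibition across all tested compounds plus 3 SD, cut at about 34% in these data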;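 note: 0% = IFN-gamma with DMSO and 100% = IFN-gamma with 300 µM nifuroxazide; values of inactives mirror those of a sister screen read the other way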
Efa HMGR inh: blocks class II HMG-CoA reductase of Enterococcus faecalis | actives 0.41% (n = 190,000) | purified E. faecalis HMGR, NADPH absorbance 340 nm kinetic | inhibition, % at 10 µM | AID 1066;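 active = inhibition above a set limit, the median over all tested compounds plus 3 SD, cut at about 9.5% in these data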;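 note: enzyme runs in reverse so mevalonate oxidation gives rising NADPH absorbance; 0% = complete reaction with DMSO and 100% = background rate lacking mevalonate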
STAT3 inh: reduces IL-6 driven STAT3 reporter signal | U3A cells, IL-6 STAT3-luciferase reporter, luminescence; host cell line lacks STAT1 | actives 0.89% (n = 190,000) | inhibition, % at 5.5 µM;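 active = inhibition above the mean inhibition across all screened compounds plus 3 SD, cut at about 44% in these data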;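 note: 0% = DMSO only wells and 100% = 100 µM nifuroxazide control wells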
STAT3 act: activators of IL-6 induced STAT3 signaling; AID 871; actives 0.91% (n = 190,000); U3A cells, IL-6 STAT3-luciferase reporter, luminescence; 100% = signal with IL-6 EC80 alone; activation (% of control), % at 5.6 µM;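 active = activation above the screen-wide mean of compound activation plus 3 SD, cut at about 130% in these data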;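 note: 0% = background luminescence of wells with medium and substrate only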
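Test system: human U3A cells carrying STAT3-luciferase construct; control set: IL-6-only wells as 100% reference; timing: compound pre-incubation 1 h before IL-6, then 6 h stimulation at 37 °C; also added: IL-6 stimulus at 33 ng/mL final; evaluation: % activation versus median of IL-6-stimulated wells; detection: reporter luminescence signal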
The depositor's hits bear a star.

Compound	NF-kB expr up	TLR4-MyD88 BLA	Hsp70 act	APP 5'UTR act	DTT redox prof	STAT1 activator	STAT1 inh	Efa HMGR inh	STAT3 inh	STAT3 act
Cc1ccc(-n2c3c(cc(C(=O)NC4CCSC4=O)c2=O)C(=O)CCC3)cc1 (stereo not drawn)	1.1	2	0.3	6	0.2	96	5	-8	3	100
CCC(Sc1nc(-c2ccccc2)c(C#N)c(=O)[nH]1)C(=O)Nc1cc(C)on1 (stereo not drawn)	1	-20	0.1	2	-0.2	90	10	5	7	100
CCSC1=NCCN1C(=O)C(C)(C)Oc1ccc(Cl)cc1	0.84	-2	-0.2	30	-1.7	93	8	0	4	99
COC(=O)c1ccc2c(c1)C(C)(C)C(/C=C/c1ccccc1O)=[N+]2C	0.27	10	8.4*	13	-3.2	118	-20	0	31	75
O=C(CNc1ccc(Cl)cc1)NNC(=S)NCc1ccccc1	1.3	15	-0.2	3	-1.1	89	10	3	12	92
Cc1ccc(Nc2n[nH]c(C)c2[N+](=O)[O-])c(C)c1	5.3*	-12	-0.2	27	-0.2	107	-8	2	-7	107
O=C(NC12CC3CC(CC(C3)C1)C2)N1CCCC(CO)C1 (stereo not drawn)	1	7	0.1	-6	0.7	97	-1	0	-1	103
CCOc1ccc(N/C(C)=C\C(=O)c2ccc3c(c2)OCCO3)cc1	3.4*	-3	-0.1	36	-0.8	156*	-63	-1	14	90
CC(=O)NC(C)C(=O)OCC(=O)Nc1ccc(Br)cc1 (stereo not drawn)	1	-10	-0.3	-12	0.1	97	4	-5	-3	103
C=CCSC1=C(C#N)C(c2ccccc2OC)CC(=O)N1 (stereo not drawn)	0.95	-4	-0.1	-1	-0.1	90	11	-3	2	100
O=C(/C=C/c1cccc([N+](=O)[O-])c1)NCc1ccco1	0.96	13	-0.5	21	0.3	99	1	-9	30	76
COc1cccc(-n2ccnc2SCC(=O)NCc2ccccc2)c1	0.94	5	0.2	-6	0.5	95	6	-9	4	99
Cc1cc(Nc2ccc(C(=O)O)cc2)n2nc(C)nc2n1	0.98	-4	-0.1	-16	-0.7	92	9	-1	-4	108
CCOc1ccc(S(=O)(=O)NC2CC2)cc1C(N)=O	1.1	-7	0.0	11	-1.4	98	2	1	3	99
O=C(CN1CCN(c2ccccn2)CC1)NC1CCCCC1	1.2	-6	0.3	7	1.8	97	4	-4	8	96
COc1ccc(NC(=O)Cc2c(Cl)cccc2Cl)cn1	0.97	0	1.2	5	0.1	96	3	0	12	91
Cc1[nH]n(-c2ccccc2)c(=O)c1/C=C1/C=c2ccccc2=N1	1.4	4	-0.4	20	-0.2	101	-2	0	-63	156*
COc1ccc(C2NC(=O)NC(C)=C2C(=O)OCc2ccc3c(c2)OCO3)cc1OC (stereo not drawn)	1	1	-0.4	-22	-0.8	99	4	2	4	99
CCc1cccc2c(C(=O)CSc3nncn3-c3ccccc3OC)c[nH]c12	1.1	4	-0.2	17	0.3	100	0	1	0	102
Cc1ccc(-n2c(CNc3ccc(C)c(Cl)c3)n[nH]c2=S)cc1	1.1	1	-0.3	10	-0.4	110	-12	2	3	101
NC(=O)c1cc2cc(Cl)ccc2oc1=O	1.1	-5	-0.1	10	0.2	104	-4	-8	2	99
O=C(CSc1nnc(Cc2ccccc2)o1)Nc1ccc2c(c1)OCO2	1.4	-6	-0.1	7	0.2	102	1	1	2	99
Cc1ccc2[nH]c(SCC(=O)N3CCOCC3)nc2c1C	2.3	-1	0.0	23	-0.1	122	-30	-7	-23	119
O=[N+]([O-])c1ccc(N2CCN(S(=O)(=O)c3ccccc3)CC2)cc1NCCN1CCOCC1	0.57	-3	-0.2	-7	-1.3	92	18	-2	10	99
COc1ccc(C(=O)C2CCCN(C(=O)c3cccnc3OC)C2)c(C)c1 (stereo not drawn)	1.1	13	0.2	19	-2.1	107	-9	3	14	98
Cc1ccc(C(=O)N/C(=C\c2sccc2C)C(=O)NCc2ccncc2)cc1	1	15	-0.2	-13	0.1	105	-6	-4	-10	109
CCOC(=O)Cc1cnc(NC(=O)CSc2nc(N)cc(=O)[nH]2)s1	1.2	6	0.3	-9	-2.2	96	4	-9	0	103
CC1(C)CC(C)(O)N(Cc2ccccc2)C(=S)N1 (stereo not drawn)	0.95	2	-0.1	2	0.3	104	-4	-2	17	87
OC(COc1ccc(Cl)cc1)CN1C2=NCCCN2c2ccccc21 (stereo not drawn)	0.73	17	0.1	2	2.4	91	10	-3	12	98
O=C(Cc1cccs1)OCC(=O)c1ccco1	1.5	-7	0.1	9	2.8	108	-9	2	-7	112
CCN(CC)CC(=O)N(CC(=O)Nc1c(C)cc(C)cc1C)C1CCCCC1	0.93	-8	-0.3	1	0.4	102	-3	0	10	97
CC(C)c1cc(C(=O)N/N=C/c2cccnc2)cs1	1.4	-1	0.4	-1	-0.1	104	-4	4	-19	113
Cc1cc(OCCCn2ccnc2)cc(C(C)C)c1	0.94	-4	-0.1	30	-0.6	98	0	-4	5	101
COCCN(C(=O)CCC(=O)Nc1nccs1)C(C(=O)NC(C)(C)C)c1ccc(Cl)cc1 (stereo not drawn)	1.3	-4	-0.2	16	0.2	103	-5	2	4	99
O=C(CCC(=O)c1ccc(Br)cc1)Nc1cccnc1	0.96	-8	0.0	1	-0.1	99	0	0	0	105
Cc1cc(-c2ccc(/C=N/n3cnnc3)o2)c([N+](=O)[O-])cc1C	0.87	6	-0.2	-12	-2.7	103	-4	-4	11	97
Cc1ccc(-c2noc(CCCN3C(=O)c4ccccc4C3=O)n2)cc1	1.1	3	-0.3	-6	1.3	100	0	-1	3	101
COc1cc(SC#N)ccc1N=Cc1c(C)[nH]n(-c2ccc(C)cc2)c1=O	1.7	-2	-0.1	-21	0.6	100	1	-7	-24	118
O=C(CN1CCN(c2ncccn2)CC1)N(Cc1ccccc1)c1ccc(F)cc1	1.1	-8	-0.3	-24	0.3	106	-3	-9	4	97
FC(F)(F)Oc1ccc(NC(=S)NCCCN2CCOCC2)cc1	1.4	7	-0.4	-7	6.3	100	1	-6	9	94
CNC(=O)c1ccc(-c2ccc(F)cc2)s1	2.8	7	-0.1	86	0.1	119	-21	0	14	92
CCOC(=O)C1CCCN(C(=O)C(C)(C)Oc2ccc(Cl)cc2)C1 (stereo not drawn)	1	4	-0.3	-3	-0.6	101	0	-11	-7	106
O=C(O)CC1S/C(=N/N=C2CCCCC2)N(c2ccccc2)C1=O (stereo not drawn)	1.3	2	-0.2	-10	-0.2	102	-3	-3	13	92
O=C(NCCc1ccccc1)c1cc2ncc(Br)cn2n1	1.7	5	-0.1	1	2.3	111	-12	-5	-1	106
Fc1cccc(NC(=S)N2CCCC2)c1	1.3	-11	-0.3	-14	-0.7	98	4	-1	-2	100
Cc1cccc(Nc2nc(N)nc(CSc3nccc(C)n3)n2)c1	1.2	-20	-0.3	19	0.3	99	1	-6	2	99
CCOCC(=O)Nc1c(C)n(C)n(-c2ccccc2)c1=O	1.1	8	0.1	-13	-0.1	96	2	4	6	98
CC1CCC/C(=N\Nc2ccc(Cl)c(C(=O)O)c2)C1 (stereo not drawn)	1.7	4	-0.4	217*	-0.2	111	-13	-4	-4	107
O=C(O)CCCN1C(=O)C2C3CC(C2C1=O)C1C(c2ccccc2)c2sc(=O)[nH]c2SC31 (stereo not drawn)	1.3	-8	-0.3	0	-0.4	97	1	2	18	91
COc1cccc(C(=O)N(Cc2ccccc2)Cc2cc3cc4c(cc3[nH]c2=O)OCCO4)c1	0.69	2	-0.3	4	2.4	99	2	-4	-2	104
COC(=O)CN(c1ccccc1C)S(C)(=O)=O	1.2	5	-0.2	-9	0.3	96	5	-1	4	98
CN1CCN(c2nc3c(c(=O)n(C)c(=O)n3C)n2Cc2cccc3ccccc23)CC1	2.1	-4	-0.5	3	0.1	94	8	3	2	99
N#C/C(=C\c1ccc(-c2cccc(Cl)c2)o1)C(=O)Nc1cccc2cccnc12	0.76	-5	0.3	-1	0.6	107	-7	-5	-9	115
CCOCCCNC(=O)C(c1ccc(OC)cc1)N(Cc1cccs1)C(=O)CNC(C)=O (stereo not drawn)	1.2	10	-0.3	-18	-1.4	113	-15	0	3	101
Cc1ccnc(NC(NC(=O)C(C)C)(C(F)(F)F)C(F)(F)F)c1	1.3	4	-0.5	3	-0.6	90	11	-6	5	99
O=C(Nc1nnc(C2CC2)s1)c1ccc(S(=O)(=O)c2ccccc2)cc1	1.1	1	-0.1	6	-3.0	100	0	-1	4	100
COc1ccccc1NC(=O)Nc1nnc(CC(=O)Nc2ccccc2C)s1	1	-6	-0.2	1	-2.8	94	4	3	-7	107
O=C(Oc1coc(CSc2ncccn2)cc1=O)c1ccco1	0.99	5	-0.1	-13	0.1	96	3	-1	13	96
O=C(O)/C=C/C(=O)Nc1ccc(Oc2ccc(NC(=O)/C=C/C(=O)O)cc2)cc1	1.3	-3	-0.2	5	0.3	102	-3	5	0	102
CCOC(=O)C1CCCN(C(=O)c2ccc3c(c2)OCO3)C1 (stereo not drawn)	1.1	5	0.1	0	-0.3	98	-3	0	3	101

2 successive entries already listed, for reference:
Compound	NF-kB expr up	TLR4-MyD88 BLA	Hsp70 act	APP 5'UTR act	DTT redox prof	STAT1 activator	STAT1 inh	Efa HMGR inh	STAT3 inh	STAT3 act
COCCN(C(=O)CCC(=O)Nc1nccs1)C(C(=O)NC(C)(C)C)c1ccc(Cl)cc1 (stereo not drawn)	1.3	-4	-0.2	16	0.2	103	-5	2	4	99
O=C(CCC(=O)c1ccc(Br)cc1)Nc1cccnc1	0.96	-8	0.0	1	-0.1	99	0	0	0	105

Additional entries follow.
Compound	NF-kB expr up	TLR4-MyD88 BLA	Hsp70 act	APP 5'UTR act	DTT redox prof	STAT1 activator	STAT1 inh	Efa HMGR inh	STAT3 inh	STAT3 act
O=C(/C=C/c1ccc2c(c1)OCO2)NCC1CCCO1 (stereo not drawn)	2.3	-1	-0.2	27	0.1	120	-22	6	2	103
O=C(Cn1cccc1C(=O)c1ccccc1)NCCCN1CCOCC1	1.1	6	-0.2	1	0.0	96	4	-5	4	100
CC1(C)S[C@@H]2[C@H](NC(=O)C(C(=O)O)c3ccccc3)C(=O)N2[C@H]1C(=O)O (stereo partly drawn)	1.1	-4	-0.3	4	0.2	104	-4	4	0	102
CN(c1ccc(C(=O)N2CCCCC2)cc1)S(C)(=O)=O	0.9	3	-0.3	-5	2.3	105	-6	1	3	101
Nc1cccn2c(-c3ccc(Cl)cc3)cnc12	8.5*	1	0.2	138*	-0.4	128	-29	0	-17	114
CCOC(=O)c1c(C)oc2ccc(NS(=O)(=O)c3ccc(C(=O)O)cc3)cc12	1.4	14	-0.5	15	-1.2	107	-7	-2	-4	105
CCN(CC)C(=O)C(=O)Nc1ccc(OCc2ccccc2)cc1	1.3	6	0.3	12	0.1	102	-4	1	7	98
CCc1n[nH]c(=S)n1/N=C/c1cc(OC)cc([N+](=O)[O-])c1O	1.1	10	0.1	15	0.5	107	-11	-8	-5	108

Source: PubChem BioAssay
